# NLRP3 yeast inh: NALP3 inflammasome inhibitors in reconstituted yeast, primary screen, luminescence, uHTS; inhibition, % at 10 µM; Yeast reconstituted NLRP3/ASC/caspase-1, beta-gal luminescence, 24 h; 0.39% of 330,000 active;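 active = inhibition of 50% or more; inactive = inhibition below 50%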;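 note: plate controls were induced DMSO wells for no effect and uninduced yeast grown without galactose for full effect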
# APOBEC3A inh: APOBEC3A ssDNA deaminase inhibitors, primary screen, selectivity assay for APOBEC3G inhibitor project, biochemical, FAM/TAMRA oligo cleavage fluorescence; recombinant A3A, FAM/TAMRA ssDNA deamination fluorescence; inhibition, % at 20 µM; 0.41% of 330,000 active; AID 493011, 2011;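 active = at least 40% inhibition at 20 µM here, with at most 30% in a related deaminase screen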;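 note: plate controls were A3A with DMSO for no effect and wells lacking A3A enzyme for full effect; some results filed as inactive read as strong as hits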
# mIAP act: activators of mouse IAP, primary screen, biochemical, luminescence, uHTS. muIAP, CDP-Star luminescence, 30 min; active compounds read high; 1 = vehicle-only enzyme signal, 0 = enzyme-free wells. activation factor at 10 µM. 0.24% of 330,000 active;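 active = activation factor of at least 2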; note: the source names both 10 and 20 µM as test concentration; values of inactives mirror those of a sister screen read the other way
#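 Assay system: mouse IAP enzyme; Reagent: CDP-Star chemiluminescent phosphatase substrate; Compound: DMSO-dissolved test compounds; Incubation: 30 min, room temperature; Technique: luminescence from enzymatic CDP-Star hydrolysis; Controls: DMSO-only wells and no-enzyme negative control.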
# mIAP inh: inhibitors of mouse IAP, primary screen, biochemical, luminescence, uHTS | purified mouse IAP, CDP-Star luminescence, 30 min | intestinal alkaline phosphatase [Mus musculus] | 0.2% of 330,000 active | inhibition, % at 10 µM;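 active = inhibition of at least 40% at 10 µM in the primary screen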;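 note: plate controls were DMSO with enzyme for no effect and no enzyme wells for full effect; values of inactives mirror those of a sister screen read the other way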
# hIAP block: human IAP inhibitors, primary screen, biochemical, luminescence, uHTS | AID 2544, 2010 | Intestinal-type alkaline phosphatase (Homo sapiens), P09923 | 0.12% of 330,000 active | inhibition, % at 10 µM | purified IAP, CDP-Star luminescence, 30 min;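 active = inhibition reaching a set limit with compound at 10 µM in the primary screen, cut at about 35% in these data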;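 note: plate controls were DMSO wells with enzyme for no effect and no-enzyme buffer wells for full effect; values of inactives mirror those of a sister screen read the other way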
# Target sequence (P09923 whole entry, looked up): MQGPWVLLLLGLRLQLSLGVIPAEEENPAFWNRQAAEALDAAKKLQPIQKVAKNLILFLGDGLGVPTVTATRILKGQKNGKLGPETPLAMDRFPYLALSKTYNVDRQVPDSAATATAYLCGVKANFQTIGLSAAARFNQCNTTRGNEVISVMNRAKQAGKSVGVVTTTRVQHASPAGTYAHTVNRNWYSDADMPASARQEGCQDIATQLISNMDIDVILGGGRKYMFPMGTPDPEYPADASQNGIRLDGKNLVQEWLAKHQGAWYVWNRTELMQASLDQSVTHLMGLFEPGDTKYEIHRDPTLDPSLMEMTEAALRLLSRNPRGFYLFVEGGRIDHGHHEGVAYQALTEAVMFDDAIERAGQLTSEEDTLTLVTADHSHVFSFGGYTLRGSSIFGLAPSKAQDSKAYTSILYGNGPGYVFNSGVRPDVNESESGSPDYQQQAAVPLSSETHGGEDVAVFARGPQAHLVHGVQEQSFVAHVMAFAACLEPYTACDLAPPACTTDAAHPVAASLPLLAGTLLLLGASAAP
# tim10-1 inh: growth inhibitors of tim10-1 mutant yeast, primary screen, luminescence, uHTS; S. cerevisiae tim10-1 ts strain growth, BacTiter-Glo, 24 h; inhibition, % at 20 µM; 2.2% of 330,000 active;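 active = inhibition of at least 40%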;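 note: mutant grown at 25 °C; 0% = DMSO wells with yeast and 100% = wells holding no yeast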
# A3G deaminase: APOBEC3G DNA deaminase inhibitors, primary screen, biochemical, fluorescence, single-stranded DNA substrate, uHTS; inhibition, % at 20 µM; DNA dC->dU-editing enzyme APOBEC-3G (Homo sapiens), Q9HC16; AID 493012, 2011; recombinant A3G, ssDNA deamination FAM/TAMRA fluorescence; 0.28% of 330,000 active;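 active = inhibition of at least 40% at 20 µM, with no more than 30% in the related APOBEC3A deaminase screen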;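 note: plate controls were DMSO wells with A3G for no effect and wells lacking A3G enzyme for full effect; some compounds called inactive have numbers as strong as hits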
# Target sequence (Q9HC16 whole entry, looked up): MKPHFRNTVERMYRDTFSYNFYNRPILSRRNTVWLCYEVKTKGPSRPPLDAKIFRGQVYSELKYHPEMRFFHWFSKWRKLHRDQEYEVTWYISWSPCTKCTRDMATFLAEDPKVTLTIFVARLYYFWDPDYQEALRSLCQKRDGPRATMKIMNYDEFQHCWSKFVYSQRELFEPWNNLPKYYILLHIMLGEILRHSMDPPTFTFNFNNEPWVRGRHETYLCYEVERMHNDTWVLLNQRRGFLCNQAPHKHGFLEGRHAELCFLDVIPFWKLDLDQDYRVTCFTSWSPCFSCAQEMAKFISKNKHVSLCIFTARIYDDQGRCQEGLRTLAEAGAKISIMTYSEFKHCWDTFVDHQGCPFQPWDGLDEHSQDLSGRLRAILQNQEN
# TIM10 inh: growth inhibitors of isogenic TIM10 control yeast, primary screen, counter-screen for tim10-1 yeast inhibitor project, luminescence, uHTS. S. cerevisiae TIM10 strain growth, BacTiter-Glo luminescence, 24 h. inhibition, % at 10 µM. 1.4% of 330,000 active. AID 463195, 2010;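 active = inhibition of 40% or more at the single tested concentration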;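 note: wild-type TIM10 isogenic control strain grown at permissive 25 °C; 0% = DMSO yeast wells and 100% = minimal medium wells without yeast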
# beta cell repl: inducers of MIN6 beta-cell proliferation, primary screen, ATP luminescence, uHTS; MIN6 cells proliferation, ATPlite luminescence, 48 h; cells starved in 0.2% serum; 100% = growth in 10% serum; proliferation, % at 10 µM; 0.29% of 330,000 active; AID 2380, 2010;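 active = compounds whose signal lies at least 3.5 SD above the mean of all wells on their plate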;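 note: 0% = DMSO-treated cells in low-serum medium and 100% = 10% serum control; some compounds called inactive have numbers as strong as hits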
# Starred values were filed as active, the others as inactive. Outcome played no part in choosing rows. Share with any hit: about 4.6%.
SMILES,NLRP3 yeast inh,APOBEC3A inh,mIAP act,mIAP inh,hIAP block,tim10-1 inh,A3G deaminase,TIM10 inh,beta cell repl
Cc1ccc(C)c2[nH]c(=O)c(CN(CCN3CCCC3)C(=O)Nc3cccc(Cl)c3)cc12,13,2,0.98,2,-3,1,-5,10,-6
COC(=O)/C(C(C)=O)=C(/C=C/C=C/N(C)C)N(C)C,8,26,0.86,14,11,-3,5,5,-3
CCn1c2ccc(C)cc2c2nnc(NN)nc21,21,-2,0.93,7,2,16,1,0,-2
CCCn1nnnc1NC(=O)c1cccs1,19,-6,1.1,-7,-13,3,-6,5,1
CN(C(=O)COC(=O)c1ccccc1NCCO)C1CCS(=O)(=O)C1 (stereo not drawn),6,-1,0.96,4,4,-2,-10,-1,-3
Cc1ccc(SCCC(=O)Nc2cc(C)on2)cc1,29,3,0.94,6,-4,-12,1,5,0
Cc1cnc(C(=O)OC(C)C(=O)Nc2cccc3ccccc23)cn1 (stereo not drawn),-9,5,1,-2,-5,20,-1,-5,-5
O=S(=O)(Nc1cccc(-c2ccc(N3CCCCCC3)nn2)c1)c1cccc(F)c1,8,-4,0.98,2,-6,31,-7,6,-7
COc1cc([N+](=O)[O-])cc(CN2CCCCC2)c1O,-5,0,0.91,9,15,-1,-4,-2,-5
COCCN(C(=O)c1csnn1)C(C(=O)NC1CCCC1)c1ccccc1F (stereo not drawn),4,-4,0.98,2,11,-7,-11,3,0
Cn1ncc(Cl)c1C(=O)N1CCN(S(=O)(=O)c2ccc(Cl)s2)CC1,8,5,0.96,4,13,13,0,8,-2
CCOc1ccc(C(C)=O)cc1CC(C(N)=O)C(N)=O,0,-14,1,-4,18,1,1,11,-3
CC(=O)CSc1nnc(-c2ccc(S(=O)(=O)N3CCOCC3)cc2)n1C,19,5,1,-5,-6,6,8,-14,2
CN1CCN(C(=O)C2CCCN(S(=O)(=O)c3ccc(Cl)cc3)C2)CC1 (stereo not drawn),16,-2,0.89,11,4,-5,-7,1,2
COc1cc2c(cc1OC)CN(C(=O)c1cc3ccccc3oc1=O)CC2,-4,-2,1.1,-8,-14,7,-2,8,4
COCc1cc(C)nc(Nc2ccccc2OC)c1C#N,31,-8,1,-1,6,14,-9,-1,0
Cc1cc2oc(=O)cc(CN3CCCc4ccccc43)c2cc1C,2,-4,1,0,9,26,-3,8,-3
Cc1nc2ccccc2c(=O)n1CCc1ccc(O)cc1,10,-2,0.96,4,4,26,-4,6,7
COC(=O)c1ccc(CSc2nnc(-c3ccncc3)o2)cc1,37,-1,0.9,10,-12,0,-5,-1,-3
COc1cccc(/C=N/NC(=O)c2cc(-c3ccccn3)nc3ccccc23)c1O,2,0,1,0,-113,19,-6,45*,-8
CCc1c(C)sc(NC(=O)C2CC2c2ccccc2)c1C(N)=O (stereo not drawn),2,-1,0.92,8,14,17,-10,11,3
CC(C)Sc1cc(N2CCCC2)nc(-c2ccc(F)cc2)n1,17,4,0.96,4,-7,-4,2,-6,-6
COc1cc(OC)cc(C(=O)NCCC(c2ccccc2)c2ccccc2)c1,19,1,1.3,-28,-4,16,-4,4,-5
Cc1ccc(NC(=O)c2cccc(NC(=O)CCC(=O)O)c2)cc1C,-2,3,0.99,1,9,21,-3,-8,0

# Some of the entries so far, as tab-separated lines:
compound	NLRP3 yeast inh	APOBEC3A inh	mIAP act	mIAP inh	hIAP block	tim10-1 inh	A3G deaminase	TIM10 inh	beta cell repl
CC(=O)CSc1nnc(-c2ccc(S(=O)(=O)N3CCOCC3)cc2)n1C	19	5	1	-5	-6	6	8	-14	2
CN1CCN(C(=O)C2CCCN(S(=O)(=O)c3ccc(Cl)cc3)C2)CC1 (stereo not drawn)	16	-2	0.89	11	4	-5	-7	1	2
COc1cc2c(cc1OC)CN(C(=O)c1cc3ccccc3oc1=O)CC2	-4	-2	1.1	-8	-14	7	-2	8	4
COCc1cc(C)nc(Nc2ccccc2OC)c1C#N	31	-8	1	-1	6	14	-9	-1	0
Cc1cc2oc(=O)cc(CN3CCCc4ccccc43)c2cc1C	2	-4	1	0	9	26	-3	8	-3
Cc1nc2ccccc2c(=O)n1CCc1ccc(O)cc1	10	-2	0.96	4	4	26	-4	6	7
COC(=O)c1ccc(CSc2nnc(-c3ccncc3)o2)cc1	37	-1	0.9	10	-12	0	-5	-1	-3
COc1cccc(/C=N/NC(=O)c2cc(-c3ccccn3)nc3ccccc23)c1O	2	0	1	0	-113	19	-6	45*	-8
CCc1c(C)sc(NC(=O)C2CC2c2ccccc2)c1C(N)=O (stereo not drawn)	2	-1	0.92	8	14	17	-10	11	3
CC(C)Sc1cc(N2CCCC2)nc(-c2ccc(F)cc2)n1	17	4	0.96	4	-7	-4	2	-6	-6
COc1cc(OC)cc(C(=O)NCCC(c2ccccc2)c2ccccc2)c1	19	1	1.3	-28	-4	16	-4	4	-5
Cc1ccc(NC(=O)c2cccc(NC(=O)CCC(=O)O)c2)cc1C	-2	3	0.99	1	9	21	-3	-8	0

# (cont.)
SMILES,NLRP3 yeast inh,APOBEC3A inh,mIAP act,mIAP inh,hIAP block,tim10-1 inh,A3G deaminase,TIM10 inh,beta cell repl
COc1ccc(CCNc2oc(-c3ccc(OC)c(OC)c3)nc2P(=O)(OC)OC)cc1OC,10,0,1,0,4,11,-6,19,0
O=C(C1CCC1)N1CCc2cc(S(=O)(=O)N3CCCCC3)ccc21,25,-2,0.94,6,-6,29,-2,9,-1
O=C(CC1C(=O)NCCN1Cc1cccc(C(F)(F)F)c1)NC1CCOCC1 (stereo not drawn),-1,-7,0.93,7,1,7,-5,8,-3
CN(Cc1cnn(C)c1)C(=O)CC1C(=O)NCCN1Cc1cccc(Oc2ccccc2)c1 (stereo not drawn),-14,-6,1.1,-10,-2,-6,-6,-4,-2
O=C(CCn1c(=O)sc2ccccc21)NCCN1CCOCC1,7,-3,1,-4,-2,1,-9,-1,0
O=C(NC(=S)Nc1ccc(O)cc1)c1cncc(Br)c1,19,-5,0.89,11,-10,15,-2,15,-1
Cn1cnnc1SC1c2cccc3cccc(c23)C1NS(=O)(=O)c1ccccc1 (stereo not drawn),-1,1,0.96,4,3,22,0,-3,4
CN(Cc1ccccc1)C(=O)CN1CCN(C(c2ccccc2)c2ccccc2)CC1,9,8,1,-5,-15,13,-1,38,-5
O=C(N/N=C/c1ccc(N2CCOCC2)s1)c1ccccc1Br,27,-4,0.77,24,6,16,-6,25,-2
COc1ccc2[nH]c(=O)c(CN(Cc3ccccc3)Cc3nnnn3CC3CCCO3)cc2c1 (stereo not drawn),7,-2,0.97,3,5,-6,-1,19,-4
Cc1ccc(NC(=O)CSCC(=O)OCc2cc(=O)oc3cc(O)ccc23)c(C)c1,18,-2,0.94,6,6,3,-11,-5,4
CCn1nnc2cc(C(=O)Nc3cc(Cl)ccc3C)ccc21,41,-1,0.83,17,-7,-6,-6,-16,-1
C#CCOCCOCCOCCNc1nc(N2CCN(C(=O)C([C@@H](C)CC)n3cc(C(N)CO)nn3)CC2)nc(N2CCN(C(=O)[C@H](CCC(=O)O)n3cc(C(N)Cc4ccc(O)cc4)nn3)CC2)n1 (stereo partly drawn),14,1,0.95,5,-1,5,-2,13,-3
Cc1ccc2[nH]cc(C(=O)CCl)c2c1,6,1,1.1,-5,-13,13,-1,36,-5
C=CCn1c(CSc2ccccc2[N+](=O)[O-])n[nH]c1=S,20,21,0.88,12,16,3,46*,-6,-3
COc1ccccc1NC(=O)Cn1cnc2sc(C(=O)Nc3cc(OC)c(OC)c(OC)c3)c(C)c2c1=O,13,-2,1,0,-12,-1,-6,11,-5
COc1ccc(CC(=O)Nc2ccccc2N2CCCC2)cc1OC,8,0,0.96,4,20,0,-2,-13,-5
C=CCn1c(Cc2csc(N)n2)nnc1SCC(=O)Nc1ccc(C(=O)OCC)cc1,-10,-3,0.99,1,-5,-4,-3,-9,-2
CCCCCCC(=O)NNC(=O)c1c(O)c2ccccc2n(CCC)c1=O,42,3,1.1,-10,5,3,6,46*,-5
O=C(C(Cl)Cl)N1c2ccccc2OCC1c1ccccc1 (stereo not drawn),-20,-1,1,0,6,25,-8,21,-4
Cc1ccc2c(c1)C(=O)C(=O)N2Cc1ccccc1,15,-4,0.98,2,18,17,-10,12,-6
Cc1ccc(-n2nnnc2SCC(=O)Nc2c(C)n(C)n(-c3ccccc3)c2=O)cc1,13,0,1,-4,-13,8,-7,2,-2
CCCn1nnc(NC(=S)NC(=O)c2ccccc2OC)n1,31,-7,0.89,11,3,21,-7,24,2
CCC(NC(=O)c1ccncc1)c1ccccc1 (stereo not drawn),4,-9,0.94,6,-18,2,-7,-10,-3
Cc1ccc(N(CC2CO2)S(=O)(=O)c2ccc(C)cc2)cc1 (stereo not drawn),6,-2,0.88,12,4,2,-10,20,-2
Cn1c(=O)c(Sc2ccc(Cl)cc2)c(O)c2ccccc21,14,-2,0.95,5,3,1,-4,15,0
COc1ccc(CCn2c(NN=C3CCCCC3)nc3c2c(=O)[nH]c(=O)n3C)cc1,19,0,0.83,17,-1,9,-4,9,-3
O=C(CN(c1ccc(F)cc1)S(=O)(=O)c1ccc2c(c1)OCCO2)NCc1cccnc1,10,-4,0.97,3,-6,0,-5,18,0
COc1ccc(CNC(=O)c2cnc(C)cn2)cc1,12,4,0.96,4,2,-1,0,4,-1
